Bioassay records (PubChem)
OXTR potentiator: potentiates the human oxytocin receptor response; P30559; activation, % at 3 µM; actives 0.061% (n = 320,000); AID 2445; CHO-OTR cells, Fluo-8 calcium fluorescence, potentiator mode; 0% = oxytocin EC15, 100% = EC100;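 active = activation above that plate's cutoff, the mean activation of tested compounds plus 3 SD, cut at about 6.6% in these data, passing the limit was not always enough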;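 also: 100% uses oxytocin at 75 nM as the full agonist control; some results filed as inactive read as strong as hits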
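Assay system: CHO-OTR cells, human receptor / Also added: oxytocin at about EC15, sub-maximal agonist stimulus / Dosing: single dose, 3.0 µM nominal final compound concentration / Incubation: 6 min pre-incubation, 100 s read / Technique: Fluo-8 calcium dye fluorescence / Read-out: % activation vs EC15 and EC100 oxytocin / Benchmarks: EC15 oxytocin low, 75 nM oxytocin high / Replicates: singlicate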
TAAR1 ag: agonists of human TAAR1; Q96RJ0; CHO RD-HGA16 TAAR1, Fluo-8 calcium fluorescence; vehicle wells 0%, saturating PEA agonist 100%; activation, % at 3 µM; actives 0.99% (n = 360,000); AID 624467;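 active = activation above the mean activation of all test compounds in the run plus 3 SD, cut at about 38% in these data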
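System: CHO-derived RD-HGA16 cells with stable Gα16 and human TAAR1 / Times: 17-24 h plating, Fluo-8 75 min 37 °C, 30 min RT / Technique: calcium-sensitive Fluo-8 signal, excitation 470-495, emission 515-575 nm / Measure: % activation relative to PEA EC100 response / Benchmarks: DMSO and PEA EC100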
CHRM1 agonist: agonists of human M1 muscarinic receptor; AID 588814; CHO-K1 hM1, Fluo-8 calcium fluorescence, agonist mode; 0% DMSO, 100% acetylcholine EC100; activation, % at 3 µM; actives 0.33% (n = 360,000);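 active = activation above the run's mean compound activation plus 3 SD, cut at about 16% in these data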;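 also: peak over basal fluorescence ratio within a 140 s kinetic read after compound addition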
Target sequence (P11229 whole entry, looked up): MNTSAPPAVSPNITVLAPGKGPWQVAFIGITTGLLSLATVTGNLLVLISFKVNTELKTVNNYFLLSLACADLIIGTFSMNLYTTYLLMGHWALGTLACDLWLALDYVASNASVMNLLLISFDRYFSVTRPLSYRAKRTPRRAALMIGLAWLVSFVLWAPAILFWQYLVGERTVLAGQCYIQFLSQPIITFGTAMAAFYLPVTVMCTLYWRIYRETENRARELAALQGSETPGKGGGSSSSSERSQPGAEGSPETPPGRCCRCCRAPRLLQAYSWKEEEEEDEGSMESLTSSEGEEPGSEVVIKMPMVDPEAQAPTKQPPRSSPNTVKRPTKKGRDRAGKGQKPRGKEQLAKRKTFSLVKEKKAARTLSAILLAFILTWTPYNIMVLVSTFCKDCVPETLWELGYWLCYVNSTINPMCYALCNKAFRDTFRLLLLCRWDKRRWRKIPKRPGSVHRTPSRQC
TAAR1 antag: antagonists of human TAAR1; actives 1.5% (n = 360,000); AID 624466; CHO RD-HGA16 TAAR1, Fluo-8 calcium fluorescence, antagonist; inhibition, % at 3 µM;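 active = inhibition above a per-plate cutoff, the mean inhibition of test compounds on that plate plus 3 SD, cut at about 49% in these data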;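 also: 0% = DMSO plus EC80 beta-PEA response and 100% = DMSO alone without agonist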
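Assay system: CHO-derived RD-HGA16 cells stably expressing human TAAR1 plus Gα16. Timing: 140 s kinetic read after compound, 140 s after agonist. Technique: kinetic Fluo-8 calcium fluorescence measurement. Measure: % inhibition of agonist calcium response.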
V1aR counter: activates human V1a receptor in oxytocin agonist counter-screen. CHO-V1R cells, Fluo-8 calcium fluorescence, agonist mode; 0% DMSO, 100% 3 nM vasopressin. actives 0.25% (n = 320,000). AID 2797. activation, % at 3 µM. P37288;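 active = activation above the mean activation of all tested compounds plus 3 SD, per screening run, cut at about 20% in these data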;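 also: signal is peak over basal fluorescence ratio across a 100 second FLIPR read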
Target sequence (P37288 whole entry, looked up): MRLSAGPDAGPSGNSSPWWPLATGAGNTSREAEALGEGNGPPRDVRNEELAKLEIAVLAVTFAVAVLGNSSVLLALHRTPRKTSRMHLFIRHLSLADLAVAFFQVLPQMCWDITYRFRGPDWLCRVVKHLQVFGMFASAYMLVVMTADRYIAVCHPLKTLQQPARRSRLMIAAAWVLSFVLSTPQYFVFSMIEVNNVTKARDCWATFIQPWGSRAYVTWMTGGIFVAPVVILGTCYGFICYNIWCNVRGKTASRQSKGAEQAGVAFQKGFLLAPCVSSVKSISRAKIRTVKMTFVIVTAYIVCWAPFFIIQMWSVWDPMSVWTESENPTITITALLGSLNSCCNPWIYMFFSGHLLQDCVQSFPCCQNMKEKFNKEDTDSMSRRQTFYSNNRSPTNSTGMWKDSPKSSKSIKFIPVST
CHO-K1 Ca antag: nonselective inhibitor or artifact in parental CHO-K1 cells; ATP-induced calcium, Fluo-8 fluorescence; inhibition, % at 3 µM; actives 0.6% (n = 360,000); AID 602250;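 active = inhibition above a per-plate cutoff, the plate's mean sample inhibition plus 3 SD, cut at about 24% in these data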;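 also: 0% = DMSO plus EC80 ATP and 100% = DMSO alone without ATP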
CHO-K1 Ca PAM: nonselective activator or artifact in parental CHO-K1 calcium assay; actives 0.02% (n = 360,000); AID 602247; activation, % at 3 µM; ATP EC20, Fluo-8 calcium fluorescence; 0% at ATP EC20, 100% at ATP max;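 active = activation above the run cutoff, the mean activation of all test compounds plus 3 SD, cut at about 40% in these data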;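 also: peak over basal fluorescence ratio in a 140 s read after ATP addition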
M1 ag parental: nonselective activator or artifact in parental CHO-K1 cells. Fluo-8 calcium fluorescence; scaled to maximal ATP response, vehicle zero. activation, % at 3 µM. actives 0.48% (n = 360,000); in the data active = activation above about 15%;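 also: untransfected CHO-K1 host cells lacking M1 receptor as counterscreen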
CHO parental Ca: counter-screen: ATP calcium response change in parental CHO cells | actives 0.63% (n = 330,000) | inhibition, % at 5.6 µM | parental CHO-K1, ATP-induced calcium, Fluo-8 fluorescence;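 active = inhibition above that plate's mean sample inhibition plus 3 SD, cut at about 26% in these data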;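 also: 0% = ATP-challenged DMSO wells and 100% = DMSO wells without ATP; some compounds past the cut are filed as inactive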
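Test system: untransfected parental CHO cell line. Compound: one dose, 5.6 µM nominal. Detection: intracellular calcium via Fluo-8 no-wash fluorescent dye. Measure: % inhibition. Benchmarks: ATP-challenged DMSO wells low, unchallenged DMSO wells high.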
* marks the source's active call; other numbers are inactive results; . = no result given. Rows were taken by chance; about 3.3% have a hit in one of these screens.

SMILES | OXTR potentiator | TAAR1 ag | CHRM1 agonist | TAAR1 antag | V1aR counter | CHO-K1 Ca antag | CHO-K1 Ca PAM | M1 ag parental | CHO parental Ca
COc1ccc(Cn2c(N)c(S(=O)(=O)c3cccs3)c3nc4ccccc4nc32)cc1 | -6 | 4 | 1 | 1 | 2.7 | 2 | 12 | 0.4 | -1
COc1ccc(CCNC(=O)COc2ncnc3cc([N+](=O)[O-])ccc23)cc1 | 6 | 6 | -3 | -4 | 1.3 | 12 | -12 | -0.1 | -4
COc1cccc(NC(=O)c2ccn(C)n2)c1 | -15 | 1 | -2 | -17 | 0.7 | -10 | 13 | 0.3 | 2
Cc1nc(N)nc(-c2ccccc2O)n1 | -1 | 8 | -2 | -4 | 1.5 | 7 | 0 | 0.1 | -7
Cc1onc(-c2ccccc2)c1C1=N/C(=C\c2ccccc2F)C(=O)O1 | -8 | 8 | -4 | -12 | -0.4 | -7 | 11 | -0.2 | -13
CCCCn1c(-c2sccc2C)n[nH]c1=S | 3 | 7 | -14 | 5 | 1.6 | -11 | 19 | 1.9 | -13
O=C(O)CCC(=O)Nc1ccccc1C(=O)N1CCN(c2ccc(Cl)cc2)CC1 | -8 | 2 | -8 | -4 | 1.0 | -1 | 18 | 0.8 | -16
COc1ccc(S(=O)(=O)NCCc2ccc(F)cc2)cc1 | -6 | -1 | -3 | -6 | -0.2 | -5 | 8 | 0.4 | 1
O=C(C1CCCN(S(=O)(=O)c2ccc([N+](=O)[O-])cc2)C1)N1CCCCC1 (stereo unspecified) | -6 | . | 2 | . | 4.9 | -8 | 1 | 11 | -15
Cn1c(=O)[nH]c(=O)c2c1nc(N1CCCCC1)n2CC(O)CN1CCCCC1 (stereo unspecified) | -5 | 1 | -3 | -1 | 0.3 | -22 | 8 | 0.6 | 5
COc1ccc(CNC(=O)C2CCCN(S(=O)(=O)N3CCC(C)CC3)C2)c(OC)c1 (stereo unspecified) | -4 | -3 | -5 | -23 | 2.2 | -19 | 16 | 0.5 | -23
Cc1cc(C)cc(NC(=S)N(CCN2CCCCC2)Cc2ccco2)c1 | -1 | -1 | -7 | -30 | -0.2 | -2 | -9 | 0.6 | -17

In the list so far, these have a halogen:
SMILES | OXTR potentiator | TAAR1 ag | CHRM1 agonist | TAAR1 antag | V1aR counter | CHO-K1 Ca antag | CHO-K1 Ca PAM | M1 ag parental | CHO parental Ca
Cc1onc(-c2ccccc2)c1C1=N/C(=C\c2ccccc2F)C(=O)O1 | -8 | 8 | -4 | -12 | -0.4 | -7 | 11 | -0.2 | -13
O=C(O)CCC(=O)Nc1ccccc1C(=O)N1CCN(c2ccc(Cl)cc2)CC1 | -8 | 2 | -8 | -4 | 1.0 | -1 | 18 | 0.8 | -16
COc1ccc(S(=O)(=O)NCCc2ccc(F)cc2)cc1 | -6 | -1 | -3 | -6 | -0.2 | -5 | 8 | 0.4 | 1

(list continues)
SMILES | OXTR potentiator | TAAR1 ag | CHRM1 agonist | TAAR1 antag | V1aR counter | CHO-K1 Ca antag | CHO-K1 Ca PAM | M1 ag parental | CHO parental Ca
Cc1cc(C)c(NC(=O)CNC(=O)COC(=O)Cc2cccs2)c(C)c1 | -8 | 4 | -4 | -18 | -0.8 | 8 | 5 | 0.9 | 1
Cc1cc(C)nc(N2C(=O)CC(C(C)c3ccccc3)C2=O)n1 (stereo unspecified) | -5 | 12 | 1 | 6 | 0.5 | -17 | 15 | 0.4 | 0
CN1CCN(C(=O)c2cnn(-c3ccccc3)c2NC(=O)c2ccccc2Cl)CC1 | . | 2 | -3 | -10 | . | -5 | -2 | 0.5 | .
CS(=O)(=O)O/N=C1\CCCCC1c1ccc([N+](=O)[O-])cc1[N+](=O)[O-] (stereo unspecified) | -20 | 0 | 3 | 5 | 0.5 | -5 | 10 | -0.2 | -4
Cc1noc(C)c1CSc1nnc(-c2ccncc2)n1-c1cccc(Cl)c1C | -3 | 11 | -4 | -1 | -0.1 | -4 | 13 | 0.8 | -15
ClC(/C=N/n1cnnc1)=C/c1ccccc1 | -5 | 76* | 5 | -7 | 2.9 | -6 | -5 | 1.3 | -2
CC1(C)Cc2c(c(-c3ccccc3)nc3[nH][nH]c(=O)c23)CO1 | -10 | 4 | -2 | -21 | -0.2 | -12 | 24 | 0.4 | -9
CC(/C=N/NC(=O)c1cc(-c2cccn2C)n[nH]1)=C\c1ccccc1 | -12 | 18 | -1 | 12 | 2.0 | 7 | -9 | 0.9 | -9
O=C(COC(=O)c1cc(S(=O)(=O)N2CCOCC2)ccc1Cl)NCc1ccccc1 | -6 | 6 | -2 | -10 | 0.7 | 0 | 2 | 1.2 | -15
CSc1ncc(C(=O)Nc2cccc(C)c2C)c(C)n1 | . | 10 | -6 | -11 | . | 1 | 10 | 0.2 | .
Cc1cc(C)c(OCC(=O)Nc2nc3ccccc3[nH]2)c(C)c1 | -8 | 42* | -2 | 49* | 3.6 | -4 | -9 | 2.9 | -23
O=C(NCCc1ccccc1F)C(=O)Nc1nccs1 | -5 | 8 | -2 | 3 | 0.8 | 12 | -7 | -0.1 | -12
O=c1[nH][nH]c(-c2ccccc2)c1-c1ccccc1 | . | 3 | -1 | -23 | . | -9 | 11 | 1.1 | .
O=C(Cc1cccc([N+](=O)[O-])c1)Nc1ccc(C(=O)N2CCCCC2)cc1 | -5 | 3 | -4 | 7 | 2.3 | -11 | 23 | -0.1 | -10
CC(=O)c1cc2cc(O)ccc2o1 | -8 | 2 | -1 | -25 | -0.1 | -1 | -16 | 0.2 | 13
O=C(COC(=O)/C=C/c1ccc(OC(F)F)cc1)NC1CCCCC1 | -4 | 23 | 1 | -9 | 0.3 | 1 | 4 | 0.8 | -7
Cc1[nH]nc(-c2ccc(O)c(C)c2O)c1-c1cnn(-c2ccccc2)c1 | -12 | 16 | 3 | 8 | 14 | 7 | 4 | 4.1 | -4
C[C@@H](NC(=O)[C@@H]1Cc2ccccc2CN1)C(=O)NC1CCCC1 | -9 | 1 | -3 | -10 | -0.6 | -12 | 13 | 1.0 | -8
COC(=O)c1sc2nc(C)c([N+](=O)[O-])c(C)c2c1N | -8 | 7 | -5 | -3 | -1.2 | 9 | -8 | 0.1 | -13
COc1ccc(C2SCCN2S(=O)(=O)c2ccccc2)cc1 (stereo unspecified) | -5 | -1 | -4 | 8 | 1.2 | -18 | 15 | 4.0 | -7
c1ccc(-c2cn(C[C@H]3CC[C@H](Cn4cc(-c5ccccn5)nn4)O3)nn2)nc1 | -11 | 2 | -6 | 4 | -0.2 | -17 | 12 | -0.3 | -13
Cc1ccc2nc(C)c(C(=O)NN=C3CCCCCC3)n2c1 | -7 | 10 | 1 | -7 | 1.5 | 2 | -8 | 0.8 | -7
C/C(=N\NC(=O)c1ccc(Cl)cc1)c1cccs1 | . | 3 | -6 | 7 | . | -16 | 15 | 0.7 | .
Cc1ccc(N2C(=O)CC(Sc3ncccn3)C2=O)cc1C (stereo unspecified) | . | 1 | -2 | 1 | . | -9 | 19 | 0.3 | .

The last seven compounds of the section above open the next one.
SMILES | OXTR potentiator | TAAR1 ag | CHRM1 agonist | TAAR1 antag | V1aR counter | CHO-K1 Ca antag | CHO-K1 Ca PAM | M1 ag parental | CHO parental Ca
C[C@@H](NC(=O)[C@@H]1Cc2ccccc2CN1)C(=O)NC1CCCC1 | -9 | 1 | -3 | -10 | -0.6 | -12 | 13 | 1.0 | -8
COC(=O)c1sc2nc(C)c([N+](=O)[O-])c(C)c2c1N | -8 | 7 | -5 | -3 | -1.2 | 9 | -8 | 0.1 | -13
COc1ccc(C2SCCN2S(=O)(=O)c2ccccc2)cc1 (stereo unspecified) | -5 | -1 | -4 | 8 | 1.2 | -18 | 15 | 4.0 | -7
c1ccc(-c2cn(C[C@H]3CC[C@H](Cn4cc(-c5ccccn5)nn4)O3)nn2)nc1 | -11 | 2 | -6 | 4 | -0.2 | -17 | 12 | -0.3 | -13
Cc1ccc2nc(C)c(C(=O)NN=C3CCCCCC3)n2c1 | -7 | 10 | 1 | -7 | 1.5 | 2 | -8 | 0.8 | -7
C/C(=N\NC(=O)c1ccc(Cl)cc1)c1cccs1 | . | 3 | -6 | 7 | . | -16 | 15 | 0.7 | .
Cc1ccc(N2C(=O)CC(Sc3ncccn3)C2=O)cc1C (stereo unspecified) | . | 1 | -2 | 1 | . | -9 | 19 | 0.3 | .
Fc1ccc2c(c1)c1n[nH]c(=S)nc1n2CCc1ccccc1 | . | -3 | -1 | -5 | . | -10 | 19 | -1.1 | .
Cc1cc(Oc2ccc(OCC(N)=O)nn2)nc(Cl)n1 | 2 | 5 | -5 | -5 | 1.3 | 3 | 8 | 0.0 | -3
Nc1ccc(Cl)c(S(=O)(=O)Nc2cccc(Cl)c2)c1 | -8 | 1 | -3 | 18 | 1.5 | -6 | 2 | 0.7 | -1
COc1ccc(C2C(C(=O)O)CC(=O)N2c2ccc(OC)cc2)cc1 (stereo unspecified) | -9 | 5 | -3 | -2 | 6.5 | 12 | -4 | 0.0 | -10
C=CCN1C(=O)c2ccc(C(=O)OCC(=O)N(C)C3CCCCC3)cc2C1=O | -6 | 0 | -3 | -31 | 8.8 | -17 | 5 | 1.0 | 2
COCCCn1c(SCC(=O)Nc2oc(C)c3c(C)n[nH]c(=O)c23)nc2sc3c(c2c1=O)CCC3 | 3 | -2 | -4 | -10 | -0.4 | 6 | -15 | -0.4 | -18
CC1(c2ccccc2)NC(=O)N(CC(=O)Nc2cccc(C#N)c2)C1=O (stereo unspecified) | -9 | 4 | -2 | 7 | 1.2 | -7 | 2 | 1.9 | 17
CC(C)C[C@@H](CN1CCCC1CN1C(=S)NC[C@@H]1Cc1ccccc1)N1C[C@H](Cc2ccccc2)N(CCc2ccccc2)C1=S (stereo partly specified) | . | 3 | . | -8 | . | 3 | -5 | -0.1 | .
Cc1noc(C)c1NC(=O)Nc1ccc2c(c1)CC(=O)N([C@H](C)CO)C[C@@H](C)[C@H](CN(C)CC1CCCCC1)O2 | -2 | 1 | -4 | -1 | 2.3 | -3 | 8 | 0.0 | -1
CCC1ON(C(C)C)C2c3nc4ccccc4n3CC12 (stereo unspecified) | -9 | 14 | -3 | -22 | -0.3 | -15 | 8 | 0.0 | -3
CCOc1ccc(N(CC(=O)NC2CCCCC2)S(=O)(=O)c2ccccc2)cc1 | -10 | 7 | 1 | -17 | -0.8 | -9 | -9 | -0.7 | -29
Nc1nnnn1/N=C\c1ccc(Cl)c([N+](=O)[O-])c1 | -9 | 0 | 0 | -1 | -0.7 | 16 | -4 | -1.0 | 9
